Screens (PubChem)
KDM5B inhibitor: inhibitors of human KDM5B histone demethylase; AID 1347165; Q9UGL1; 220,000 tested, 2.6% active; Potency, µM (series often up to 57.7 µM), for the others: top-dose activity change, negative = inhibition, actives largely listed as inhibitors; KDM5B demethylase, FDH-coupled NADH fluorescence (FDH is formaldehyde dehydrogenase); active means well fitted inhibition curve with a large enough effect; inconclusive means small, poorly fitted or top-dose-only effect; inactive means no such curve, though single readings can be large or run the other way; further: 0% is about no effect; nearly all actives have a fitted effect of over 70% in size
Target sequence (Q9UGL1 whole entry, looked up): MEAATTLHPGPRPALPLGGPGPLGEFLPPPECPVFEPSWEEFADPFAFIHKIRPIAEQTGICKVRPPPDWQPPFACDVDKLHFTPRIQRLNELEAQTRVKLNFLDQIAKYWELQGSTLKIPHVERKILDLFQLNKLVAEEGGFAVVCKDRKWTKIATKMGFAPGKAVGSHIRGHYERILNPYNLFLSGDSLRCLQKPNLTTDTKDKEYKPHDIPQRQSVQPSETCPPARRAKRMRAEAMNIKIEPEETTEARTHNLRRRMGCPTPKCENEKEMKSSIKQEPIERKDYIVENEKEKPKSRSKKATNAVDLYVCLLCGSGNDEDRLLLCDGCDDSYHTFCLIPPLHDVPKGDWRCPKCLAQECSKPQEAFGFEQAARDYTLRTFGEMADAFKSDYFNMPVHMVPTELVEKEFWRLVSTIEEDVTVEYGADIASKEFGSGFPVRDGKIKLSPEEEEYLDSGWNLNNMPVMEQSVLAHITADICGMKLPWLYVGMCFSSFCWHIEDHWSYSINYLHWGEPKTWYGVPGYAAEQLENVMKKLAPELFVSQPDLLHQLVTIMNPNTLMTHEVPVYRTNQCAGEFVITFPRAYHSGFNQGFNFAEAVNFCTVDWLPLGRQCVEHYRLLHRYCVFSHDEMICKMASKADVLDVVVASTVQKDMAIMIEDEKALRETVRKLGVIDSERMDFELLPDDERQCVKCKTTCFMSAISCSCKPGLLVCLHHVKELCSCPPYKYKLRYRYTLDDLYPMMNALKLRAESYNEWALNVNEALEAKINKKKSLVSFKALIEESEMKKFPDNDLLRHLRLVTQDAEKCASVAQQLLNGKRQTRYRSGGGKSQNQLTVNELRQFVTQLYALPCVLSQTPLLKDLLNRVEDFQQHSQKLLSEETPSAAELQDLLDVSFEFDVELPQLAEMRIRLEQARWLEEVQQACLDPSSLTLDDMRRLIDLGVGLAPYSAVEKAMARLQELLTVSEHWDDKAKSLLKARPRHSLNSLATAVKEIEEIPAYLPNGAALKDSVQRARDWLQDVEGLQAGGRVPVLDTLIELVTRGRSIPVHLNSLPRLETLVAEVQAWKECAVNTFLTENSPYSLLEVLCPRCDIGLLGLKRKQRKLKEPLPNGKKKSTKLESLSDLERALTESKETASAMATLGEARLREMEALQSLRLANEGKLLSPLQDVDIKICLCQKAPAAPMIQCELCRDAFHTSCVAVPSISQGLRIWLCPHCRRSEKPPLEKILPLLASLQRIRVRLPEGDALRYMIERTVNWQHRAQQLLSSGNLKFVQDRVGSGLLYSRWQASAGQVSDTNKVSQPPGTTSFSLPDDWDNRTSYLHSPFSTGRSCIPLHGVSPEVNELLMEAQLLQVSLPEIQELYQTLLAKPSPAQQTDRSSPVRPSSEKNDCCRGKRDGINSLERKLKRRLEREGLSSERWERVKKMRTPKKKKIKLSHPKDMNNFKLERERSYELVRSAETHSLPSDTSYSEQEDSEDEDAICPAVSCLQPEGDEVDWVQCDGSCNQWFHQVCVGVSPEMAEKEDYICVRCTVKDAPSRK
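Coupled FDH/NAD⁺ fluorescence readout. KDM5BΔAP 200 nM final; compound titration, 10 min RT preincubation; substrate mix 12.5 µM H3K4me3, 25 µM 2-OG, 50 µM Fe(II), 100 µM ascorbate, 0.25 mM NAD⁺, 0.25 U/mL FDH; ΔRFU over 30 min.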
Active calls of the source: *; i = inactive; ? = inconclusive; & = joins results of further samples; [ ] = dose if it differs, or a comment. Potency means the concentration at half of the fitted maximal effect. An excerpt. The share of hits here may be higher or lower than overall.

SMILES	KDM5B inhibitor
Cc1ccc(SCc2nc(-c3ccc(C(=O)NCCCN4CCOCC4)cc3)oc2C)cc1	-11%
CCN(C(=O)CSc1nc2ccccc2n1Cc1ccccc1C#N)c1ccccc1	-11%
Cc1ccc(-c2cc(C(=O)NC3CC3)c3ccccc3n2)o1	?
CCc1ccc(C(C(=O)NCc2ccc(F)cc2)N(C(=O)c2csnn2)C2CC2)cc1 (stereo not drawn)	10%
COc1ccc(S(=O)(=O)N2CCOC2CNC(=O)C(=O)NCc2ccccc2Cl)cc1 (stereo not drawn)	-8%
CCOC(=O)N1CCN(C(=O)CN(c2cc(C)ccc2OC)S(=O)(=O)c2ccc(C)cc2)CC1	10%&-3%
CC(NC(=O)C1CCCC(C(F)(F)F)C1)c1cccc(C(F)(F)F)c1 (stereo not drawn)	-10%
O=C(CC1C=CCC1)Nc1ccccc1Sc1ccccc1 (stereo not drawn)	-2%
CCCCOc1ccc(C(=O)N2CCC(Cc3nc(-c4ccccc4)no3)CC2)cc1	8%
COc1cccc(C(=O)Nc2ccc(-c3nc4ccccc4s3)cc2Cl)c1	?
NS(=O)(=O)c1ccc(NC(=O)Nc2ccccc2)cc1	18%
O=C(CSc1ccccc1)N1CCCC2(C1)Nc1cccnc1NC2=NC1CCCC1 (stereo not drawn)	28µM*
Cc1cccc(OCc2nnc(-c3ccccc3)o2)c1	-24%
COc1cccc(CNC(=O)CCn2nc(C)c3c(C)n(-c4ccccc4)nc3c2=O)c1	-8%
O=c1c2ccccc2nc(N2CCN(c3cccc(Cl)c3)CC2)n1-c1ccccc1	?
Cc1nnc2n1CCC(NC(=O)CCc1nc3ccccc3s1)CC2 (stereo not drawn)	-14%
CS(=O)(=O)Nc1ccc(F)c(NC(=O)NCC2(O)CCCNC2)c1 (stereo not drawn)	28%
CCCC(C)N(C)CC(=O)NC1(C#N)CCCCCC1 (stereo not drawn)	-23%
O=C1C(N2CCN(S(=O)(=O)c3ccccc3Cl)CC2)CCN1CCc1ccccc1 (stereo not drawn)	2%
COc1ccc(N2CC(NC(=O)c3cccs3)CC2=O)cc1OC (stereo not drawn)	12%&-4%
CN1[C@@H](CCC(=O)N2CCN(c3ccccn3)CC2)CNC(=O)[C@H]2NCC[C@H]21	35µM*
COc1cccc(CN(C)CC(=O)NC2CCCCCC2)c1OC	20%
COc1ccc(NC(=O)c2ccc(-n3cnnn3)cc2)c([N+](=O)[O-])c1	29%
CCC(NC(=O)Cc1ccc2c(c1)CCC2)c1ccc(Br)cc1 (stereo not drawn)	15%
COc1ccccc1N1CCN(C(=O)c2cc3c(=O)oc4ccccc4c3s2)CC1	-14%

Taken from above:
O=C(CC1C=CCC1)Nc1ccccc1Sc1ccccc1 (stereo not drawn) in KDM5B inhibitor has -2%
CCCCOc1ccc(C(=O)N2CCC(Cc3nc(-c4ccccc4)no3)CC2)cc1 in KDM5B inhibitor has 8%

The results go on.
SMILES	KDM5B inhibitor
CC(=O)c1cccc(NC(=O)CSc2nnc3ccc(-c4ccc5c(c4)OCO5)nn23)c1	3%
CC(N)c1ccc(C(=O)O)o1 (stereo not drawn)	-20%
COc1ccc(CN2CC[C@H](c3nc4ccc(OC)cc4[nH]3)C2)cc1	-6%[86.2 µM]
CC#CCN1C(=O)NC(CCc2ccccc2)(C2CCN(Cc3ccccc3-c3ccco3)CC2)C1=O (stereo not drawn)	?
CCOC(=O)c1c(CSCc2ccccc2)oc2ccc(O)c(CN(C)C)c12	-23%
CCc1ccc(CNC(=O)C2CCN(c3nnc(-n4c(C)ccc4C)s3)CC2)cc1	?
Cc1ccc(NS(=O)(=O)c2ccc3[nH]c4c(c3c2)CCCC4)c(C)c1	?
CCOC(=O)C(=CNc1nc2ccc(C(=O)OCC)cc2s1)C(=O)OCC	?
N#Cc1ccc(CN2CC[C@H]3C(=O)NCCCCCCN(Cc4ccncc4)[C@@H]3C2)cc1	?
CC(C)(C)c1ccc(C(=O)N2CCN(CCc3ccccn3)CC2)cc1	1%
O=C(c1cccn2cncc12)N1CCOCC1	?
CC(C)CN1C(=O)N(CC(=O)N(C)Cc2ccon2)C(=O)C12CCNCC2	3%
O=C(Cc1cccc(F)c1)N1CCn2c(nnc2[C@@H]2C[C@@H](O)CN2Cc2ccccc2)C1	-24%
CC(C)(C)C1CCc2nc(NC(=O)COc3ccc(F)cc3)sc2C1 (stereo not drawn)	?
O=C(c1ccco1)N1c2ccccc2CC1c1nnc(C2CCOCC2)o1 (stereo not drawn)	-12%
Cc1cccc(C(=O)NC2(C(F)(F)F)N=C(c3ccccc3)N(Cc3ccco3)C2=O)c1 (stereo not drawn)	20%
COc1ccccc1-c1cc(C(=O)N2CCCCC2C)no1 (stereo not drawn)	?
O=C(c1ccc(F)cc1)C1CCN(Cc2cn[nH]c2-c2ccc(F)cc2)CC1	16%
CC(CCc1ccccc1)NC(=O)C1CCN(S(=O)(=O)c2cccc(Cl)c2Cl)CC1 (stereo not drawn)	2%
Cc1cccc(OCC(=O)c2ccc3c(c2)N(C(C)C(=O)N2CCCC2)C(=O)CO3)c1C (stereo not drawn)	-14%
Cc1ccc(C(C)C)c(OCC(=O)Nc2ccc3c(c2)nc(CCn2nc(C)cc2C)n3C)c1	-7%
Cc1ccc(C2Cn3nnc(C(=O)N4CCN(C(=O)c5ccncc5)CC4)c3CO2)cc1 (stereo not drawn)	22%
CCOc1cc2sc(N3CCC(C(=O)Nc4cc(C)cc(C)c4)CC3)nc2cc1Br	-8%
CCCCc1nn(-c2cc(Cl)ccc2OC)c2c1C(=O)CCC2	-4%
CNC(=O)N1CCC(C2CCN(C(=O)c3ccc4ncccc4c3)C2)CC1 (stereo not drawn)	-20%

The results go on:
SMILES	KDM5B inhibitor
COc1ccc(Oc2cccc(Cl)c2CNC(=O)CCC(=O)O)cc1	3%
Cc1ccc(C(=O)N2CCC3(CCCN(Cc4cccc(F)c4F)C3)C2)s1 (stereo not drawn)	-23%
Cc1cc(C[C@@H]2COC[C@@H]2NC(=O)CCn2c(C)cc3ccccc32)on1	-19%
Cc1ccc(NC(=O)CCC(=O)N2Cc3ccccc3Oc3ncccc32)cc1F	-16%
CCc1ccc(C(=O)N2CCC(C3CCNC3)CC2)cc1 (stereo not drawn)	24%
CS(=O)(=O)N1CCC(NC(=O)c2ccccc2C(=O)c2ccccc2)CC1	9%
Cc1cc(=O)n(CC(=O)Nc2ccc(C(C)C)cc2)c(N2CCc3ccccc3C2)n1	-16%
CNc1ccc(OC2CCN(C(=O)COC)CC2)nc1	28µM*
O=C(CCCn1c(=O)c2cccn2c2ccccc21)NCc1ccccc1Br	-18%
CCCn1c(C)cc(C(=O)COc2ncnc3ccccc23)c1C	-3%
Cc1ccc(NC(=S)NCCCN2CCOCC2)cc1C	19%
CCOc1ccc(NC(=O)Cc2coc3cc(C)c(C(C)C)cc23)cc1S(=O)(=O)N(C)C	1%
Cc1cc(C(=O)Nc2ccc([C@H]3OCC(=O)N(CC(=O)N(C)C)[C@@H]3CO)cc2)nn1C	-9%[86.2 µM]
C[C@]1(CO)C2CC[C@@H](O)[C@@H](CC(=O)NCc3ccccc3)[C@]2(C)CC[C@H]1OC(=O)NC1CCCCC1 (stereo partly drawn)	-7%
CCn1c(=O)n(CC(=O)NCC(=O)Nc2c(C)cccc2C)c2ccccc21	2%
COc1cccc(C(=O)NC2CCN(c3cc(-c4ccc(F)cc4)[nH]n3)CC2)c1OC	-22%
COc1cccc(-n2c(SCC(N)=O)nc3c(c2=O)C2(CCCC2)Cc2ccccc2-3)c1	7%
CCCCOC(=O)CCCN1C(=O)/C(=C2\SC(=S)N(CCCC(=O)OCCCC)C2=O)SC1=S	-4%
CS(=O)(=O)CCC(=O)N1CCC2(CC1)[C@H](O)C[C@@H]2OCCN	4%
O=C(NCc1ccc(F)cc1)C(c1cccnc1)N(C(=O)c1csnn1)c1ccccc1 (stereo not drawn)	11%
O=C(NCc1ccccc1F)C1CC(c2ccccc2)CN(C(=O)COc2ccccc2)C1 (stereo not drawn)	-26%
CCCNC(=O)CSCc1cccs1	14%
CCOC(=O)COc1ccc2cc(-c3ccccc3)c(=O)oc2c1	i
COc1cccc(N2C(=O)NC(=NC3CCCCC3)C23CCCN([S+](=O)([O-])c2cccc(OC)c2)C3)c1 (stereo not drawn)	17%[115 µM]
O=C(C1CCCN(S(=O)(=O)c2cc(Cl)ccc2Cl)C1)N1CCOCC1 (stereo not drawn)	24%

Following part:
SMILES	KDM5B inhibitor
Cn1c(=O)c2cc(C(=O)NCCCN3CCN(c4ccccc4F)CC3)sc2c2ccccc21	20%
CCOc1ccccc1NC(=O)CSc1ccc2nnc(CCNS(=O)(=O)c3ccccc3)n2n1	-15%
CCC1c2ccsc2CCN1C(=O)C1CCN(S(=O)(=O)c2ccc(C)c(C)c2)CC1 (stereo not drawn)	-5%
Cc1noc(C)c1CC(=O)N1CCCC(c2noc(COc3ccccc3)n2)C1 (stereo not drawn)	-1%
Cc1cc(Br)ccc1NC(=O)c1cc2c(=O)n(C)c3cc(Cl)ccc3c2s1	?
Cc1nn(-c2ccc(Cl)nn2)c2c1C(c1ccc(O)cc1)CC(=O)N2 (stereo not drawn)	-4%
CCCCN(CC(=O)NC(=O)NCc1ccccc1)c1ccccc1	17%
CN(CC1CCOCC1)C(=O)Cc1ccccc1	-8%
CC(C)(C)CC(=O)NC1CC(=O)N(c2ccc3c(c2)OCCO3)C1 (stereo not drawn)	-1%
Cc1nc(-c2c3n(c(=O)n(CC(=O)Nc4cccc(C(F)(F)F)c4)c2=O)CCCC3)no1	3%
CC1=C(c2ccc(Cl)cc2)S(=O)(=O)N=C1N1CCN(c2cccc(C(F)(F)F)c2)CC1	?
CCc1noc2nc(C)nc(N3CCCC(C(=O)NCCc4ccc(Cl)cc4)C3)c12 (stereo not drawn)	2%
O=C(c1ccc2cc[nH]c2c1)N1CCc2c(nc3cc(-c4ccccc4)[nH]n3c2=O)C1	28µM*
Fc1ccc(OCc2nnc(-c3ccccc3)o2)cc1F	21%
O=C(CCN1CCN(c2cnccn2)CC1)Nc1ccccc1Cl	?
Cc1noc(C)c1-c1cc2cc(CO)oc2c(NC2CCN(C)CC2)n1	?
Cc1ccc(NC(=O)c2nc(S(=O)(=O)Cc3cccc(C)c3)ncc2Cl)cc1	?
C=CCc1cc(/C=C2/NC(=O)NC2=O)cc(OCC)c1OCc1ccc(F)cc1	4%
Cc1nc2ccc(C(=O)Oc3cccc4cccnc34)cc2nc1C	-6%
COc1cccc(NC(=O)N2CCC(n3c(C)nc4cccnc43)CC2)c1	-10%
COc1ccc(S(=O)(=O)NC2CCCC2)cc1Cl	24%
CCCCN(CC)CCCNC(=O)Cn1ncc2c3ccccc3n(C)c2c1=O	?
CCOC(=O)c1c(NC(=O)C2CCCO2)sc(C(C)=O)c1C (stereo not drawn)	15%
O=C(NC1CCCCC1)c1ccc(CSc2nc3cccnc3n2Cc2cccc(F)c2)cc1	?
O=C(Cn1cnc(S(=O)(=O)N2CCOCC2)c1)Nc1cccc(-c2ccno2)c1	-9%

Arranged by heavy-atom count (smallest number first): seven of the compounds above
SMILES	KDM5B inhibitor
CCCNC(=O)CSCc1cccs1	14%
NS(=O)(=O)c1ccc(NC(=O)Nc2ccccc2)cc1	18%
CC(C)(C)CC(=O)NC1CC(=O)N(c2ccc3c(c2)OCCO3)C1 (stereo not drawn)	-1%
COc1ccc(NC(=O)c2ccc(-n3cnnn3)cc2)c([N+](=O)[O-])c1	29%
Cc1cc(Br)ccc1NC(=O)c1cc2c(=O)n(C)c3cc(Cl)ccc3c2s1	?
CCCCN(CC)CCCNC(=O)Cn1ncc2c3ccccc3n(C)c2c1=O	?
CCC1c2ccsc2CCN1C(=O)C1CCN(S(=O)(=O)c2ccc(C)c(C)c2)CC1 (stereo not drawn)	-5%

(further entries)
SMILES	KDM5B inhibitor
Cc1ccnc(SC(C(=O)O)c2ccccc2)n1 (stereo not drawn)	19%
Cc1nc2nc(SCC(=O)NC3CCC(C)CC3)nn2c(C)c1Cc1ccccc1 (stereo not drawn)	1%
COc1ccccc1CCN1CNc2c(c(=O)[nH]c(=O)n2-c2cccc(Cl)c2C)C1	13%
O=C([C@@H]1C[C@H](Oc2ccccc2)CN1C(=O)CC1CCCC1)N1CCOCC1	-5%
COc1ccccc1-c1cc2c(nc1OC)nc(CC1CC1)n2C	40µM*
Cc1ccccc1C(=O)Nc1c(C)nc(Nc2ccccc2)nc1Nc1ccccc1	?
Cc1ccccc1-c1nn2c(=O)cc(N3CCN(S(=O)(=O)c4ccc(F)cc4)CC3)nc2s1	9%
CCOc1ccc(CN2CCc3nc(N4CCN(c5ccccc5OC)CC4)ncc3C2)cc1OC	?
CCc1ccc(CNC(=O)c2ccc(CSCc3ccc(C)cc3)o2)cc1	-13%

Compounds from the list above containing a tert-butyl group, in the order listed:
SMILES	KDM5B inhibitor
CC(C)(C)c1ccc(C(=O)N2CCN(CCc3ccccn3)CC2)cc1	1%
CC(C)(C)C1CCc2nc(NC(=O)COc3ccc(F)cc3)sc2C1 (stereo not drawn)	?
CC(C)(C)CC(=O)NC1CC(=O)N(c2ccc3c(c2)OCCO3)C1 (stereo not drawn)	-1%
